# TRHR agonist: activates the human TRH receptor; P34981; TRHR cells, calcium flux fluo-8, FDSS agonist mode; activation, % at 2 µM; actives 0.18% (n = 360,000); in the data active = activation above about 30%; note: 0% is about no effect
#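 TRHR-expressing cells, plated overnight in medium with 10% serum, were loaded with fluo-8 calcium dye at room temperature. After a 10 s baseline, library compound was pin-added and calcium release was recorded kinetically (ex 480/em 530) as agonist response.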
# BLM helicase inh: blocks DNA unwinding by human BLM helicase; P54132; AID 2528; recombinant BLM DNA unwinding, fluorescence dequenching; actives 0.2% (n = 350,000); Potency, µM (doses to about 56.1 µM), inactives show at the highest dose activity change, negative = inhibition, hits mostly inhibitors;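 note: potency is the fitted concentration of half-maximal effect; plate controls were vehicle for no effect and no enzyme for full effect; nearly all actives have a fitted effect of over 35% in size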
# POLI inh: blocks human DNA polymerase iota activity; Q9UNA4; actives 1% (n = 390,000); AID 588590; Pol iota fluorescent replication assay, 10 min; Potency, µM (top dose mostly 115 µM), for the others: top-dose activity, negative = inhibition, hits mostly inhibitors; note: potency is the fitted concentration of half-maximal effect
#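 Fluorescent replication assay read twice, at 0 min and 10 min after adding 50 nM (final) substrate. Enzyme (10 nM) and compounds were first incubated 15 min at room temperature; enzyme-free buffer wells were negative controls.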
# ERG-DNA inh: inhibitors of human ERG Ets domain-DNA interaction; P11308; Potency, µM (doses to about 76.9 µM), without a hit: top-dose FP activity, negative = inhibition, usual class: inhibitors; actives 0.028% (n = 370,000); fluorescence polarization, His-ERG Ets domain / labelled DNA; active = well fitted inhibition curve with a large enough effect in the polarisation, with a control signal flat; inconclusive = small, poorly fitted or top-dose-only effect, or effect the other way, or a change in a side signal; inactive = no such curve, though single readings can be large or run the other way; the % refers to the polarisation;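 note: polarization taken with two DNA probes labelled with fluorescein and Texas red; potency is the fitted concentration of half-maximal effect; % of control where 0% means no effect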
# Target sequence (P11308 whole entry, looked up, the tested form may be a part): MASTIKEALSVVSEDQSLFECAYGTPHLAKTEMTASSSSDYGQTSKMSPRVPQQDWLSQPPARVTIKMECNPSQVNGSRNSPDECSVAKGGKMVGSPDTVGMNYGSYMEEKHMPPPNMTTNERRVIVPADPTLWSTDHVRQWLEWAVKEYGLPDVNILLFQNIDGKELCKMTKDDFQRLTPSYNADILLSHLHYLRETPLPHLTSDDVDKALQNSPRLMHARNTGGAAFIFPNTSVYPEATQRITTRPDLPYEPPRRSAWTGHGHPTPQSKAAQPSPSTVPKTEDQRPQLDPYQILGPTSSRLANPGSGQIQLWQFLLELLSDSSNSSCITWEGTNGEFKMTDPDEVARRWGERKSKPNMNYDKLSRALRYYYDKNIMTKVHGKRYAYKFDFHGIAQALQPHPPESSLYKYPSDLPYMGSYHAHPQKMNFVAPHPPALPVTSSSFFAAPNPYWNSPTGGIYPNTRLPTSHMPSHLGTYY
#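 His-tagged ERG Ets domain (1 uM in the protein solution; 300mM KCl, 50mM Tris-HCl, 1mM EDTA, 1mM DTT, pH 7.5) received compound, then a probe mix of 5 nM fluorescein-DNA and 100nM Texas-615-DNA. Fluorescence polarization was read for both dyes.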
# Anesthetic bind: candidate novel general anesthetic via apoferritin binding; P02791; apoferritin/1-aminoanthracene competitive binding, fluorescence; Potency, µM (highest dose often 77.5 µM), for the others: top-dose activity change, negative = displacement, actives largely listed as inhibitors; actives 0.074% (n = 350,000); note: potency is the fitted concentration of half-maximal effect; % is set by controls: 0 for no effect and ±100 for the full control effect; nearly all actives have a fitted effect of over 20% in size
# Target sequence (P02791 2-175 limits assumed): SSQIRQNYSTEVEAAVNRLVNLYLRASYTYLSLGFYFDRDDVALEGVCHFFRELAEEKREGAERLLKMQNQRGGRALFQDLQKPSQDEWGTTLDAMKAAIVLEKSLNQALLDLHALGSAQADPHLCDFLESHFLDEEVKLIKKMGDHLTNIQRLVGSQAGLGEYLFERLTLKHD
#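 10 uM apoferritin + 50% sat. 1-AMA, PBS; cpd 10 min RT; Ex380/Em535 endpoint; normalized to free probe vs complex; 4-param Hill fit; propofol titration as pos. ctrl.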
# Pol beta inh: blocks human DNA polymerase beta activity. P06746. Potency, µM (top dose mostly 114 µM), for inactives: top-dose activity change, negative = inhibition, usual class: inhibitors. actives 1.3% (n = 340,000). Pol beta primer extension/strand displacement, fluorescence kinetic; note: potency is the fitted concentration of half-maximal effect; % is set by controls: 0 for no effect and ±100 for the full control effect
#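 Pol beta (10 nM) was preincubated with compound for 15 min at room temperature. The reaction was then started with 50 nM substrate and read immediately and after a further 10 min at room temperature.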
# ALOX12 inh: ALOX12 (human) lipoxygenase inhibition; P18054; purified 12hLO, xylenol orange hydroperoxide absorbance; Potency, µM (highest dose often 108 µM), for the others: at the top dose activity change, negative = inhibition, actives largely listed as inhibitors; actives 1.1% (n = 580,000); note: potency is the fitted concentration of half-maximal effect; % is set by controls: 0 for no effect and ±100 for the full control effect
#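 Purified human 12hLO at 150 nM in 25 mM Hepes, 0.01% Triton X-100, pH 7.0, preincubated 15 min at room temperature with compound. Reaction started with 40 uM arachidonic acid, 30 min at room temperature. Hydroperoxide measured by Fe-xylenol orange, 573/405 nm absorbance ratio.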
# POLK inh: DNA polymerase kappa (human) inhibition; Potency, µM (top dose mostly 107 µM), without a hit: at the top dose activity, negative = inhibition, actives largely listed as inhibitors; purified Pol kappa, fluorescent DNA synthesis assay, 10 min; AID 588579; actives 0.53% (n = 400,000); Q9UBT6; note: potency is the fitted concentration of half-maximal effect; % is set by controls: 0 for no effect and ±100 for the full control effect
#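 Here, compound and 10 nM enzyme are combined for 15 min at room temperature; adding 50 nM substrate (final) starts DNA synthesis, tracked by fluorescence at 0 and 10 min against buffer-only wells.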
# APEX1 inh: APE1 (human) endonuclease inhibition; Potency, µM (doses to about 65.8 µM), without a hit: at the top dose activity change, negative = inhibition, most hits filed as inhibitors; AID 2517; actives 0.35% (n = 350,000); recombinant APE1, TAMRA/BHQ-2 abasic DNA cleavage fluorescence; P27695;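 note: potency is the fitted concentration of half-maximal effect; plate controls were vehicle for no effect and reference inhibitor for full effect; nearly all actives have a fitted effect of over 55% in size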
# Target sequence (P27695 whole entry, looked up): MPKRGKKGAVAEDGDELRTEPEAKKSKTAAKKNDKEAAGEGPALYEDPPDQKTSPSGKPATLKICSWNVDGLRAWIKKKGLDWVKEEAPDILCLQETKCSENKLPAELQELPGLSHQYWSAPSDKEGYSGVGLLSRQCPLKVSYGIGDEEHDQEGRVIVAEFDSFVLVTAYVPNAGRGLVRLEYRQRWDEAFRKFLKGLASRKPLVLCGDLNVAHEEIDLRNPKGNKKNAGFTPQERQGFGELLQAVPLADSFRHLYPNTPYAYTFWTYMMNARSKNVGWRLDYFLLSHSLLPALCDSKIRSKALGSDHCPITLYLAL
#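 Quantitative HTS: incision of a TAMRA/BHQ-2 double-stranded substrate bearing a tetrahydrofuran abasic site by 0.75 nM APE1 raises fluorescence. Substrate 50 nM final, added after 15 min compound preincubation at room temperature; progress as third-minus-first kinetic read difference.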
# Active calls of the source: *; ? = inconclusive; nt = not tested or not shown; [ ] = remark or other dose. Unless noted, calls come from the whole dose curve; as a rule, active = well fitted curve in the direction sought with a large enough effect; inconclusive = small, poorly fitted or top-dose-only effect, or another doubt; inactive = no such curve, though single readings can be large; an effect the other way counts as inactive or inconclusive.
Structure,TRHR agonist,BLM helicase inh,POLI inh,ERG-DNA inh,Anesthetic bind,Pol beta inh,ALOX12 inh,POLK inh,APEX1 inh
Cc1nn(Cc2ccccc2)c(C)c1NC(=O)CSc1nc(-c2ccccc2)nc2c1cnn2-c1ccccc1,0.4,0%,64%[activator],-9%,-9%,1%,3%,-2%,-4%
O=C(CN(Cc1ccccc1C(F)(F)F)C(=O)CNC(=O)c1ccco1)NC1CCCC1,-0.2,1%,8%,0%,-13%,14%,0%[57.4 µM],-5%,-2%
COc1ccc(COC(=O)C2=C(C)NC(=O)NC2c2ccccc2OC(C)C)cc1 (stereo not drawn),0.7,-10%,95%[activator],-2%,-14%,20%,?,-7%,16%
CCN1C(=O)[C@H]2[C@H]3CN=C(SCc4ccc(C#N)cc4)N3[C@@](CC)(C(=O)OC)[C@H]2C1=O,nt,nt,11%,4%,nt,nt,-12%,3%,7%
Cc1nc(Cc2ccccc2)sc1CC#N,nt,nt,10%,5%,nt,nt,0%,-14%,nt
COc1cccc(NC(=O)CN(C)C(=O)CCN2C(=O)C3CC=CCC3C2=O)c1 (stereo not drawn),0.4,nt,17%,-2%,nt,nt,-20%,-14%,1%
CCc1cccc(C)c1NC(=O)Cn1cc2c(n1)CCCC2,0.7,-1%,9%,2%,-6%,11%,-4%,-7%,nt
Cc1ccc(C)c(N(C)C(=O)COc2cc(=O)n(C)c3ccccc23)c1,-0.3,0%,6%,0%,-8%,6%,263%[activator],0%,-2%
O=C(CC(=O)NC1CCCCC1)N/N=C/c1ccccc1F,-0.4,-1%,nt,nt,?,4%,-2%,nt,-2%
Brc1ccc(-c2n(-c3ccccn3)c3ccccc3[n+]2-c2ccccn2)cc1,4.2,-2%,8%,14%,-15%,-21%,?,11%,4%
COc1ccc(/C=C/c2nc(-c3ccccc3O)n[nH]2)cc1,-1.2,-1%,15%,-2%,-15%,4%,?,-8%,-2%
COc1cccc(-c2cccc(NC(=O)C3CCN(Cc4cnn(C)c4)CC3)c2)c1,0.3,-2%,19%,-10%,-12%,34%,4%,-3%,31%
O=C1NC(=O)C(Cc2ccc(OCCN3COc4ccccc4C3=O)cc2)S1 (stereo not drawn),nt,1%,nt,nt,-11%,nt,nt,-8%[12 µM],13%
COc1ccc(CN2C(=O)C(C)=C(C)C2OC)cc1 (stereo not drawn),-0.3,-1%,26%,1%,-6%,26%,?,5%,24%
Cc1ccc2nc3sc(C(=O)N4CCOCC4)c(N)c3cc2c1,1.6,-1%,4%,6%,-11%,3%,0%,-9%,0%
O=C(Nc1nncs1)c1ccccc1Br,-0.3,1%,-3%,-3%,1%,-25%,0%,-2%,-2%
CC(Cl)C(=O)NC(=O)NC12CC3CC(CC(C3)C1)C2 (stereo not drawn),1.6,-2%,5%,-3%,?,-25%[57.1 µM],-15%,-10%,-3%
CCOC(=O)c1c(C)nc2cc(C)ccn12,-0.1,1%,9%,-10%,-7%,-10%,17%,-19%,0%
O=C(NC1CCCC1)c1ccc2c(c1)S(=O)(=O)c1ccccc1C2=O,nt,nt,-15%,14%,nt,nt,-6%,19%,nt
O=C(CCC(=O)c1ccccc1)Nc1ccccc1OC(F)F,0.4,-1%,19%,-8%,-8%,-22%,28%,3%,36%
CCC(C)Sc1nnc(CNS(=O)(=O)c2ccc(F)cc2)n1C (stereo not drawn),-0.4,-3%,19%,-3%,0%,2%,-2%,3%,29%
COCCCNC(=O)c1ccc(-c2nc3ccccc3nc2-c2ccccc2)cc1,nt,nt,43%[activator],-12%,nt,nt,274%[activator],-12%,nt
O=C1CC(N2CCN(c3ccc(C(=O)c4ccc(F)cc4)cc3)CC2)C(=O)N1 (stereo not drawn),0.0,0%,8%,-6%,-3%,0%,465%[activator],-2%,1%
COc1ccc(C2NC(=O)c3sc(=S)n(-c4ccccc4)c3N2)cc1 (stereo not drawn),0.0,-2%,8%,8%,-21%,3%,?,-1%,-3%
COc1ccc2[nH]c(=O)c(CN(Cc3cccs3)Cc3nnnn3Cc3ccccc3)cc2c1,-0.1,0%,7%,-10%,3%,-2%,0%,-8%,-5%
O=C(NNC(=O)C1CCN(Cc2ccc(Cl)c(Cl)c2)CC1)c1cccs1,-1.2,-4%,137%[activator],4%,0%,-2%,1%,-17%,0%
O=C(COC(=O)c1c2c(nc3ccccc13)/C(=C/c1ccco1)CC2)NC1CCCC1,0.1,8.9µM*,13µM*,2%,?,3.2µM*,25µM*,32µM*,?
COc1ccccc1/C=C/C(=O)Nc1ccc(N2CCOCC2)cc1,-0.5,1%,103%[activator],-24%,-4%,-2%,8%,-10%,-6%
COc1ccccc1C(=O)NCCC(=O)N1CCCCC1,-0.3,-1%,22%,9%,-5%,-16%,-4%,-1%,23%
CCn1ncc([N+](=O)[O-])c1C(=O)n1nc(C)cc1C,-0.6,4%,67%[activator],4%,-5%,15%,19%,-13%,-2%
CC(C)c1nnc(NC(=O)c2cccc(NC(=O)C(F)(F)F)c2)s1,0.4,-1%,18%,-5%,-2%,4%,?,-3%,12%
Cc1onc(-c2ccccc2Cl)c1C(=O)Nc1cccc(S(=O)(=O)NC2=NCCC2)c1,0.3,nt,10%,2%,nt,nt,?,-4%,-8%
CCCCN(C(=O)C1CC(=O)N(CCc2ccc(OC)c(OC)c2)C1)c1c(N)n(CC(C)C)c(=O)[nH]c1=O (stereo not drawn),nt,nt,-3%,0%,nt,nt,369%[activator],-7%,nt
COc1ccc(C2C3=C(N=C4SCC(=O)N42)c2ccccc2CC3)cc1 (stereo not drawn),-2.7,-7%,-10%,1%,-20%,3%,-8%,-13%,-1%
CCOC(=O)N1CCN(C(=S)NC)CC1,1.6,-3%,14%,-4%,-14%,-14%,0%,-10%,3%
CC(=O)N1CCN(Cc2ccc(Br)s2)CC1,0.5,2%,8%,1%,8%,5%,?,-4%,-21%
O=C(Nc1ccc(-c2nc3cccnc3s2)cc1)c1ccc(Cl)nc1,0.2,1%,8%,-4%,4%,-27%,7%,-13%,?
Cc1nn(C(=O)c2ccco2)c(C)c1Sc1ccc(Cl)cc1,-0.1,-4%,7%,12%,-1%,22%,0%,7%,13%
CC1(C)CC2CC(C)(CN2C(=O)COC(=O)c2cccc([N+](=O)[O-])c2)C1 (stereo not drawn),nt,nt,13%,11%,nt,nt,-5%,-6%,-5%
CCOC(=O)c1c(NC(=O)CCCOc2ccc(Cl)cc2)sc2c1CCC2,0.7,-6%,4%,0%,8%,21%,-31%,2%,nt
COc1cccc(C2N(c3cccc(Cl)c3)C(=O)C3CCCN32)c1OC (stereo not drawn),-0.5,2%,8%,10%,-6%,-10%,47%[activator],23%,-3%
COc1ccc2[nH]c(=O)c(C(c3nnnn3CC3CCCO3)N3CCCCC3)cc2c1 (stereo not drawn),-1.6,-3%,132%[activator],19%,-3%,-5%,-18%,1%,-6%
COc1cc(C2C(=O)N(C3CCCCC3)CC(=O)N2C2CCCCC2)ccc1OC(C)C (stereo not drawn),0.0,0%,14%,-3%,-11%,-8%,1%,-3%[60.1 µM],nt
O=C(CSc1ccc(Br)cc1)Nc1cccc(S(=O)(=O)N2CCOCC2)c1,0.5,nt,?,6%,nt,nt,?,-8%,-4%
Cc1ccc(CSCC(=O)N(C)CC(=O)Nc2ccc(Br)cc2C)cc1,-0.4,nt,52%[activator],-11%,nt,nt,?,-8%,36%
CC(C)=CCN1CCN(Cc2cc(C(C)C)n[nH]2)CC1CCO (stereo not drawn),0.9,-6%,26%,-3%,-5%,-24%,14%,5%,3%
CC1(C)CC(N2CCOCC2)=CC(=[N+]2CCOCC2)C1,1.3,-1%,85%[activator],9%,-3%,-22%,?,-3%,0%
N#Cc1c(-c2ccccc2)nc(-c2ccccc2)[nH]c1=O,0.6,-4%,3%,-4%,-6%,-2%,-17%,-19%,-4%
COc1cc(OC)c(C(=O)O/N=C(\N)c2ccc(C)cc2)cc1OC,-0.1,-5%,10%,-8%,-9%,4%,6%,-9%,16%
COc1ccc2oc(=O)c(C(=O)NCc3ccco3)cc2c1,0.1,1%,3%,-5%,248%[activator],12%,0%,-1%,1%
COc1ccccc1NC(=O)Nc1nc(C(C)(C)C)cs1,1.1,-14%,14%,-1%,-8%,-25%,0%,-7%,-5%
CCC(=O)N(Cc1cc2cc(C)c(C)cc2[nH]c1=O)C1CCCCC1,0.4,-4%,2%,7%,-15%,-2%,2%,-10%,-9%
COc1ccc(CCC(=O)NCCc2csc(-c3ccc(F)cc3)n2)cc1,-1.3,1%,-10%,-2%,-2%,-5%,2%,-2%[60.1 µM],nt
NCCc1nnc(SCc2ccccc2Cl)o1,0.3,-12%,14%,0%,-16%,17%,?,-5%,27%
CCOc1ccccc1-n1nnnc1SCC(=O)NC(=O)NCc1ccco1,-2.7,-21%,?,0%,-22%,22µM*,-16%,?,28µM*
CCN1CCN(c2nc3c(c(=O)n(C)c(=O)n3C)n2Cc2cccc3ccccc23)CC1,0.5,4%,?,nt,-7%,8%,9%,0%,0%

# Three entries out of the list above, sorted by their value in POLK inh, high to low:
Compound | TRHR agonist | BLM helicase inh | POLI inh | ERG-DNA inh | Pol beta inh | ALOX12 inh | POLK inh | APEX1 inh
COc1cccc(C2N(c3cccc(Cl)c3)C(=O)C3CCCN32)c1OC (stereo not drawn) | -0.5 | 2% | 8% | 10% | -10% | 47%[activator] | 23% | -3%
CCN1CCN(c2nc3c(c(=O)n(C)c(=O)n3C)n2Cc2cccc3ccccc23)CC1 | 0.5 | 4% | ? | nt | 8% | 9% | 0% | 0%
CC(C)c1nnc(NC(=O)c2cccc(NC(=O)C(F)(F)F)c2)s1 | 0.4 | -1% | 18% | -5% | 4% | ? | -3% | 12%

# Bioassay records as filed in PubChem BioAssay.

# Not all compounds are listed; the hit share may differ from the screen's.
